BioA inh: blocks M. tuberculosis BioA enzyme activity. purified M. tuberculosis BioA enzyme, plate reader. AID 602481. inhibition, % at 9.99 µM. 360,000 tested, 0.096% active; in the data active = inhibition above about 40%
Rv3671c inh: inhibits the M. tuberculosis serine protease Rv3671c; 320,000 tested, 0.048% active; inhibition, % at 5.96 µM; P9WHR9; in the data active = inhibition above about 38%;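 note: extracellular domain of Rv3671c used as enzyme; 0% = enzyme with DMSO and 100% = no enzyme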
Target sequence (P9WHR9 whole entry, looked up, the tested form may be a part): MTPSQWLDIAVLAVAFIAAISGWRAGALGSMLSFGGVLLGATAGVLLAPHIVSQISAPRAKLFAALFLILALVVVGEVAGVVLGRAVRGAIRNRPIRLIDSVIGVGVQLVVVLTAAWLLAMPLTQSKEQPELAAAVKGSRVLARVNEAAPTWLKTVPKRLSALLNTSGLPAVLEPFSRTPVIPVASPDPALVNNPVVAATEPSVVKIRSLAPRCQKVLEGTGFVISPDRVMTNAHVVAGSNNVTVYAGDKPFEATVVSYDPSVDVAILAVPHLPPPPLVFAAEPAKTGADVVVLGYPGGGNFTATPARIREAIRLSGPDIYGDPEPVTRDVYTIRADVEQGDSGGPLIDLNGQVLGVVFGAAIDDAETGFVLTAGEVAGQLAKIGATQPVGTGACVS
3CLpro inhibitor: SARS-CoV 3CLpro protease inhibition. recombinant SARS-CoV 3CLpro, quenched FRET peptide cleavage. P0C6X7. 290,000 tested, 0.14% active. inhibition, % at 6 µM; in the data active = inhibition above about 12%
Mtb UGM inh: blocks M. tuberculosis UGM enzyme. AID 504406. P9WIQ1. 320,000 tested, 0.06% active. inhibition, % at 10 µM. purified UGM, fluorescence polarization probe displacement; in the data active = inhibition above about 10%, passing the limit was not always enough
Target sequence (P9WIQ1 whole entry, looked up): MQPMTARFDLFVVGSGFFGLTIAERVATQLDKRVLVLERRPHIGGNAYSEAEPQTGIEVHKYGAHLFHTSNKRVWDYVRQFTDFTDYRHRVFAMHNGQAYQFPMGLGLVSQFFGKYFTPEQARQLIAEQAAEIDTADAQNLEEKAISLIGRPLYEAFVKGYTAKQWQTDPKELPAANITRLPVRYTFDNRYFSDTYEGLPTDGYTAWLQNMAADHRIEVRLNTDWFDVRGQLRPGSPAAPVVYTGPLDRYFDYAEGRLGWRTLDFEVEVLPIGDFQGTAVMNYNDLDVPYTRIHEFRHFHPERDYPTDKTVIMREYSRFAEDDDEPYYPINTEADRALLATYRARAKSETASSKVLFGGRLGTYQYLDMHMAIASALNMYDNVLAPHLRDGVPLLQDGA
SSB-PriA inh: inhibitors of Klebsiella pneumoniae PriA binding to SSB C-terminal tail | AlphaScreen SSBct-PriA binding, biotinylated peptide | inhibition, % at 33 µM | 430,000 tested, 0.6% active | AID 1272365; in the data active = inhibition mostly above about 37%, no sharp cut-off; inactive = mostly below about 20%;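 note: plate controls were negative control peptide for no effect and reference peptide for full effect; strong numbers were not always called active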
GDH-TPI inh: GDH-TPI coupled enzyme inhibition counter-screen. GDH-TPI coupled enzyme counterscreen, NADH absorbance. inhibition, % at 4.8 µM. 360,000 tested, 1.2% active. AID 588335; in the data active = inhibition above about 30%;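 note: 0% = DMSO wells and 100% = wells lacking the enzyme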
DUSP3 inh: blocks human VHR1 dual specificity phosphatase; P51452; recombinant VHR phosphatase, pNPP absorbance; inhibition, % at 13.3 µM; 290,000 tested, 0.52% active; AID 1654; in the data active = inhibition above about 50%; note: some compounds called inactive have numbers as strong as hits
Target sequence (P51452 whole entry, looked up): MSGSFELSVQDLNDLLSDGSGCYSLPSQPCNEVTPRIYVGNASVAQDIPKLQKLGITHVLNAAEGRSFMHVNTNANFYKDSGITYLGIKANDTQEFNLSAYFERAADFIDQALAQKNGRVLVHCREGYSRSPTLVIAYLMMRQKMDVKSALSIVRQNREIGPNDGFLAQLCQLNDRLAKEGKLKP
Vc quorum ag: quorum light induction in luxS cqsA deficient V. cholerae. V. cholerae BH1578 lux reporter, luminescence, 6 h. activation, % at 18.7 µM. 350,000 tested, 0.16% active; in the data active = activation mostly above about 9.7%, no sharp cut-off; note: not every result past the cut was called active; inactives centre near 0; reference of the scale not given here
MazF activator: MazEF (E. coli) toxin RNase activation | 350,000 tested, 0.32% active | activation, % at 20 µM | FAM/BHQ RNA-DNA oligo cleavage fluorescence, 5 h; in the data active = activation above about 50%
Target sequence (P0AE70 whole entry, looked up): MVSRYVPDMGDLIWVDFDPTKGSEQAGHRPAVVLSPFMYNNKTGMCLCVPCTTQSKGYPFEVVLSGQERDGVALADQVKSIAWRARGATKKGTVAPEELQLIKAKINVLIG
FBA Mtb inh: Mtb fructose-bisphosphate aldolase inhibition | P9WQA3 | 360,000 tested, 2.3% active | purified M. tuberculosis FBA, fluorescence read-out | inhibition, % at 1 µM; in the data active = inhibition above about 27%;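 note: 0% = vehicle and 100% = reference inhibitor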
* marks the source's active call; other numbers are inactive results; i = inactive; nt = not tested or not shown; & = joins results of further samples. An excerpt; the hit share may differ from the screen's.

SMILES	BioA inh	Rv3671c inh	3CLpro inhibitor	Mtb UGM inh	SSB-PriA inh	GDH-TPI inh	DUSP3 inh	Vc quorum ag	MazF activator	FBA Mtb inh
COc1ccc(NC(=O)COC(=O)CNS(=O)(=O)/C=C/c2ccccc2)cc1OC	-2.0	-1	nt	3.8	2	0	nt	i	-1	0
CC1=C(C(N)=O)C(c2ccccc2F)n2nc(CCCO)nc2N1 (configuration not stated)	-2.3	-3	1	0.5	13	8	nt	i	1	4
CC(=O)C(=Cc1ccc(C(=O)O)cc1)C(C)=O	nt	0	5	0.6	-11	7	6	-0.5	7	-5
COc1ccc(OC)c2[nH]c(=O)c(CCNC(=O)c3ccc4c(c3)OCO4)cc12	-0.4	-4	0	-0.6	-2	8	20	i	4	2
CCCCCOC(=O)C1=C(C)NC(=O)NC1c1ccc(N(C)C)cc1 (configuration not stated)	-0.3	-1	2	-1.2	-5	-10	22	0.4	8	-1
CCS(=O)(=O)c1ccc(C(=O)NC2CC2)c(Cl)c1Cl	nt	-2	-7	-2.2	-6	4	34	i	4	2
c1ccc(CN2C3=NCCCN3c3ccccc32)cc1	0.8	0	3	-1.1	2	-2	18	-0.5	6	-6
Cc1cccc(C2c3[nH]c4ccccc4c3CCN2C(=O)Cc2nc(-c3ccccc3)n[nH]2)n1 (configuration not stated)	0.8	-9	1	-2.6	1	1	35	-0.2	-2	1
CC(C)C(=O)Nc1cccc(NC(=S)NC(=O)C(c2ccccc2)c2ccccc2)c1	-1.3	-85	8	-1.8	13	8	21	-0.3	14	0
O=C1CCCC(=O)N1c1ccc(N2CCN(c3ccccc3)CC2)c([N+](=O)[O-])c1	4.2	-8	1	-2.7	-13	4	-2	-1.8	2	-2
COc1cccc(C2=NOC(C(=O)NCc3ccccc3)C2)c1 (configuration not stated)	1.5	6	-6	1.1	2	0	0	i	4	-2
Cc1ccsc1C(=O)OCC(=O)N1CCN(C(=O)c2ccco2)CC1	nt	8	2	-2.9	6	8	22	i	11	-2
CC(C)(C)Nc1nc(C(N)=O)nc(N2CCOCC2)n1	-0.8	8	5	-0.9	-6	2	2	2.0	0	1
COc1cc(/C=N/NC(=O)COc2ccc(C)cc2)ccc1OC(=O)c1cccs1	0.7	-131	2	0.1	nt	-3	-2	i	-6	0
Cn1c(N)c(S(=O)(=O)N2CCN(c3ccccc3Cl)CC2)c(=O)n(C)c1=O	0.5	-3	-1	-1.1	-2&7	-4	19	4.2	1	1
COCc1cc(=O)[nH]c2cc(NC(=O)C3CC3)c(C)cc12	-0.5	-2	-7	0.2	-1	-4	-2	i	6	5
CC(=O)c1c(C)[nH]c(C(=O)COc2cc(C)cc(C)c2)c1C	nt	-5	-3	1.1	-15	13	42	i	1	2
CC(C)(C)CC(=O)Nc1cc2c3c(c1)CC(=O)N3CCC2	nt	2	0	0.6	-2	4	-31	-4.3	-23	-1
CCOc1ccc(OCC)c(NC(=O)CN2CCN(c3cccc(C)c3)CC2)c1	-2.8	-3	-7	2.1	27	4	22	-0.5	-9	2
COc1cc(/C=C2\C(=N)N3N=C(S(C)(=O)=O)SC3=NC2=O)cc(OC)c1OCCOc1ccc(C)cc1	1.4	-9	5	-3.9	-2	7	17	4.3	-6	0

Gathered by group: the compounds so far with an aryl methoxy group
SMILES	BioA inh	Rv3671c inh	3CLpro inhibitor	Mtb UGM inh	SSB-PriA inh	GDH-TPI inh	DUSP3 inh	Vc quorum ag	MazF activator	FBA Mtb inh
COc1ccc(NC(=O)COC(=O)CNS(=O)(=O)/C=C/c2ccccc2)cc1OC	-2.0	-1	nt	3.8	2	0	nt	i	-1	0
COc1ccc(OC)c2[nH]c(=O)c(CCNC(=O)c3ccc4c(c3)OCO4)cc12	-0.4	-4	0	-0.6	-2	8	20	i	4	2
COc1cccc(C2=NOC(C(=O)NCc3ccccc3)C2)c1 (configuration not stated)	1.5	6	-6	1.1	2	0	0	i	4	-2
COc1cc(/C=N/NC(=O)COc2ccc(C)cc2)ccc1OC(=O)c1cccs1	0.7	-131	2	0.1	nt	-3	-2	i	-6	0
COc1cc(/C=C2\C(=N)N3N=C(S(C)(=O)=O)SC3=NC2=O)cc(OC)c1OCCOc1ccc(C)cc1	1.4	-9	5	-3.9	-2	7	17	4.3	-6	0

More results.
SMILES	BioA inh	Rv3671c inh	3CLpro inhibitor	Mtb UGM inh	SSB-PriA inh	GDH-TPI inh	DUSP3 inh	Vc quorum ag	MazF activator	FBA Mtb inh
COc1ccccc1N1CCN(c2ccc3c(c2)S(=O)(=O)c2cccc(C(=O)NCc4ccc(F)cc4)c2C3=O)CC1	-2.6	nt	nt	nt	nt	1	nt	0.5	-1	-8
CCCn1c2ccccc2c2cnn(CC(=O)NCCCN3CCCC(C)C3)c(=O)c21 (configuration not stated)	0.9	0	-2	0.2	-7	2	65	-0.1	3	11
CCc1ccc(OCC(=O)NC(C)(C)C)cc1	nt	-2	1	0.6	4	3	2	-0.4	-3	-4
O=C(N/N=C/c1ccc(O)cc1)c1[nH]c2ccc(Br)cc2c1-c1ccccc1	nt	-59	7	-1.5	nt	16	-2	i	24	2
Cc1ccc(C)c(C(O)c2ncc(-c3ccccc3F)[nH]2)c1 (configuration not stated)	-0.4	nt	nt	nt	nt	6	nt	-0.9	nt	-1
Cc1c(N=NC2=C(O)CCCC2=O)c(=O)n(-c2ccccc2)n1C	nt	-39	-5	0.5	35	11	-3	-0.2	5	-12
CCC1(CC)NC(=O)N(CC(=O)Nc2ccc(OCc3ccccc3)cc2)C1=O	-0.4	-1	nt	0.6	4	-2	nt	-3.2	5	-4
CCOC(=O)c1cccc([P+](=O)O)c1	1.1	7	2	0.3	10	6	13	6.7	3	3
O=C(NCCO)C(=O)c1c(-c2ccc(Cl)cc2)cc2ccccn12	nt	-4	-4	1.4	-3	3	18	-0.2	8	-6
CCc1ccc(OCC(=O)Nc2ccc(S(=O)(=O)N3CCCC3)cc2)c(Br)c1	-0.5	-13	2	-2.3	-11	-6	10	-0.2	1	5
COCCNC(=O)c1c(N)n(-c2ccccc2)c2nc3ccccc3nc12	0.5	-21	-1	-2.1	-5	18	10	i	4	148*
Cc1nn(-c2ccccc2)nc1C(=O)OCC(=O)N1CCCCC1C (configuration not stated)	-0.5	18	nt	-2.3	-3	-2	nt	-1.4	3	32*
COc1ccc(-c2cc(C)no2)cc1S(=O)(=O)N1CCOc2ccc(C)cc21	-1.6	-14	2	0.0	-8	0	-1	-0.4	76*	-3
Cc1ccc(/C=C(\C#N)C(=O)N2CCCC2)c(C)c1	nt	0	-1	-2.7	-13	1	26	i	5	1
CC(=O)N1N=C(c2cccs2)CC1c1ccco1 (configuration not stated)	nt	12	1	-1.9	-15	2	34	-1.0	-6	2
COc1ccc(C(=O)Nc2ccc(NC(=O)c3cnccn3)cn2)cc1	0.2	-1	3	2.4	-5	12	23	i	3	3
O=C(/C=C/c1cccc([N+](=O)[O-])c1)Nn1c(-c2ccccc2F)nc2ccccc2c1=O	nt	-13	6	3.7	14	-4	-1	-0.2	11	-2
CCOC(=O)C1(CCOc2ccccc2)CCN(Cc2ccccc2O)CC1	0.2	0	0	-0.5	-2	-11	nt	-0.6	-8	2
CCN=C1SC(C(=O)Nc2ccc(Cl)c(Cl)c2)CC(=O)N1CC (configuration not stated)	-1.6	-5	-1	1.5	-1	3	0	i	0	-6
COc1ccc(CNC(=O)COC(=O)c2ccccn2)cc1	nt	8	-3	0.8	-9	7	30	i	-2	3

Individual results from the list:
O=C(/C=C/c1cccc([N+](=O)[O-])c1)Nn1c(-c2ccccc2F)nc2ccccc2c1=O in FBA Mtb inh = -2
COc1ccc(C(=O)Nc2ccc(NC(=O)c3cnccn3)cn2)cc1 in FBA Mtb inh = 3

(more compounds)
SMILES	BioA inh	Rv3671c inh	3CLpro inhibitor	Mtb UGM inh	SSB-PriA inh	GDH-TPI inh	DUSP3 inh	Vc quorum ag	MazF activator	FBA Mtb inh
COc1cccc(N(C(=O)Cn2nnc3ccccc32)C(C(=O)NCc2ccco2)c2cccnc2)c1 (configuration not stated)	1.1	nt	1	nt	-4	3	24	0.6	4	-1
NC(=S)Nc1cnc2ccccc2c1	3.2	-6	-3	-0.9	-11	5	5	nt	-2	2
COc1ccc(CCNC(=O)c2cc(C(=O)c3cc(Cl)ccc3O)cn(CCc3ccc(OC)cc3)c2=O)cc1	-0.6	-11	-4	-2.2	3	7	0	i	-26	-4
CCN(CC)S(=O)(=O)c1ccc2c(c1)c(=O)c(C(=O)NCCOC)cn2C	nt	1	-7	1.8	-5	16	2	-0.3	-2	0
COc1ccc(Cl)cc1C(=O)NNC(=S)NC1CCCCC1	-4.9	8	1	-1.9	-3	6	19	-0.5	8	2
CCNc1nc(NC(C)C)nc(NS(=O)(=O)c2ccc(Cl)cc2)n1	-0.7	0	-3	0.9	-16	-7	32	5.9	1	0
Cc1coc(C)c1C(=O)CC1(O)C(=O)N(CCc2ccccc2)c2ccccc21 (configuration not stated)	-2.6	1	2	1.5	-9	5	-6	i	-6	1
O=C(CCC(=O)N1CCN(S(=O)(=O)c2ccc3ccccc3c2)CC1)Nc1cc(Cl)cc(Cl)c1	nt	-43	5	0.4	8	12	-6	i	-14	-1
c1ccc(CN2CCCC3(CCCN(Cc4nc(COc5ccccc5)no4)C3)C2)cc1 (configuration not stated)	nt	7	-4	0.5	-10	-9	-14	-0.2	-17	-2
Cc1ccc(OCC(=O)Nc2ccc3c(c2)C(=O)N(CCC(=O)O)C3=O)cc1	0.1	5	1	1.3	3	1	-2	i	8	-1
O=C(N/N=C(\c1ccccc1)c1cccnc1)c1cccc(F)c1	7.4	7	-1	2.2	nt	9	32	-0.3	-11	1
Cn1c(=O)c2cn(Cc3ccc(Cl)cc3)cc2n(C)c1=O	3.0	-2	-6	-1.8	-14	-2	11	-5.0	1	0
COc1ccc2c(c1)c(=O)c(C(=O)O)c(-c1ccc3c(c1)OCO3)n2C	nt	-1	0	1.1	-3	11	36	-0.3	4	0
COc1cc(CC2(CCc3ccncc3)C(=O)N(C)C(=O)N(C)C2=O)cc(OC)c1OC	nt	2	1	1.1	-5	4	29	i	-1	4
C=CCOc1cccn2c(N(C)C(=O)c3ccncc3)c(CC)nc12	-0.1	nt	nt	nt	nt	8	nt	i	nt	1
COCCn1c(COc2ccc(Cl)cc2)nnc1SCC(N)=O	1.5	8	3	2.2	0	3	8	i	8	-2
COc1ccc(CNC(=O)CSc2ncnc3nc[nH]c23)cc1	0.1	2	-1	1.5	-4	-7	0	3.8	16	2
Cc1cc(C(=O)NC(C)C2CCCO2)no1 (configuration not stated)	-0.9	-10	0	1.7	-9	0	38	-2.9	3	1
Cc1cc(OCCCn2ccnc2)ccc1[N+](=O)[O-]	0.5	2	1	-0.9	7	17	-8	-0.4	6	3
c1ccc2c(c1)nnn2Cc1nnc2sc(-c3ccc4c(c3)OCCO4)nn12	1.0	-3	0	-1.8	-7	1	6	4.1	-8	12
C/C(=N\Nc1ccc(C)c(Cl)c1)c1cccnc1	1.4	-8	-6	-0.1	nt	-2	40	-0.6	4	4
O=C(Cn1nnc(N2CCCC2)n1)N/N=C/c1ccc(Cl)cc1	nt	-12	1	0.1	i	-3	27	-0.6	2	3
COc1cc(NC(=O)C2CC(c3ccccc3O)=NO2)cc(OC)c1OC (configuration not stated)	1.6	nt	nt	nt	nt	-3	nt	i	-6	-1
c1ccc(CNc2nc(N3CCN(Cc4ccccc4)CC3)nc3ccccc23)cc1	0.5	6	2	0.0	-1	-1	7	i	-20	1
Cc1ccc(NC(=O)C2CCC(CNC(=O)[C@@H]3Cc4ccccc4CN3)CC2)c(C)c1 (some centres not stated)	-2.1	-8	7	0.5	2	7	2	-0.3	-47	-2
O=S(=O)(c1ccc(Br)cc1)N1CCCc2ccccc21	1.1	-5	0	-0.1	-92	5	30	-1.2	-6	0
O=C(CSc1nncs1)NNC(=O)c1ccccc1Br	-0.4	-3	nt	-1.2	-2	0	nt	i	-1	-3
CCC(Sc1nncn1C)C(=O)Nc1nnc(-c2ccc(Cl)cc2)s1 (configuration not stated)	-2.0	-9	1	-2.3	-4	25	-5	-0.1	6	4
NS(=O)(=O)c1ccc(CNC(=O)/C=C/c2c(F)cccc2Cl)cc1	nt	-2	1	0.7	0	1	40	-0.4	2	1
O=C(O)c1cnn2c(C(F)(F)F)cc(-c3ccccc3)nc12	-2.4	-6	-3	0.9	3	11	29	-0.3	0	-1
